# Assay outcomes: PubChem, Sanford-Burnham Center for Chemical Genomics
# VHR inh color: inhibitors of human VHR1 phosphatase (DUSP3); 50,000 compounds, 0.7% hits; inhibition, % at 20 µM; recombinant VHR phosphatase, colorimetric substrate read-out; P51452; in the data active = inhibition above about 60%; also: some results filed as inactive read as strong as hits
# Target sequence (P51452 whole entry, looked up): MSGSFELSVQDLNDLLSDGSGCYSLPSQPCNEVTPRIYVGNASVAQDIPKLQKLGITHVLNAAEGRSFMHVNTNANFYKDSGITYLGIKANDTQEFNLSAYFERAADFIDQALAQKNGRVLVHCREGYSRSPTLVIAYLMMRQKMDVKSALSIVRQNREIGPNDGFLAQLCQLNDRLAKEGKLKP
# Numbers without * were called inactive.
SMILES,VHR inh color
COc1c(OC(C)=O)ccc(/C=N\NC(=O)COc2cccc(Cl)c2)c1[N+](=O)[O-],-17
CCN1C(=O)/C(=C/c2cc(OC)c(O)c(OC)c2)C(=O)NC1=S,3
Cc1ccc(Cl)cc1NC(=O)C1CC(=O)N(c2ccc(F)cc2)C1 (centres undefined),-13
CCN1C(=O)/C(=C\c2ccc(OCCOc3cccc(OC)c3)cc2)SC1=S,-16
CCOc1cccc(C(=O)Nc2cc(-c3nc4cc(C)cc(C)c4o3)ccc2C)c1,8
CCCc1ccc(OCc2nnc(NC(=O)Nc3cccc(Cl)c3)s2)cc1,-31
COc1ccc(OC)c(CN2CCN(S(=O)(=O)c3ccc(C)cc3)CC2)c1,-5
Cc1ccc(C)n1-c1ccc(CC(=O)O)cc1,46
Cc1ccc(C#N)c(SCC(=O)O)n1,-6
O=C(COc1ccccc1)Nc1ccc([N+](=O)[O-])cc1,1
COc1cc2nc(C)sc2cc1OC,-17
O=C(Nc1ccc(O)c(-c2nc3ccccc3o2)c1)c1ccc2c(c1)OCCO2,-1
N#Cc1c(N)nc2c(c1-c1ccc(F)cc1)CCCCCC2,-36
CCN1C(=O)/C(=C\c2cc(OC)ccc2OC)SC1=S,-20
O=C(NCCN1CCOCC1)/C(=C/c1ccccc1)NC(=O)c1ccccc1,-20
O=C(N=Nc1c(O)[nH]c2c(Br)cc(Br)cc12)C(O)c1ccccc1 (centres undefined),-82
COC(=O)c1ccc(N2C(=O)CC(Sc3n[nH]c(C)n3)C2=O)cc1 (centres undefined),-4
C=CCOc1ccc(CN2CCCCC2)cc1,-18
COc1cccc(OCC(=O)NCc2ccncc2)c1,16
COc1cc2c(cc1NC(=O)c1cccc(I)c1)oc1ccccc12,-1
COc1cc([N+](=O)[O-])cc(/C=C2/C(=O)NC(=O)N(c3ccccc3)C2=O)c1O,6
CN1C(=O)/C(=C\c2ccccc2OCc2ccc(Cl)cc2)SC1=S,-14
CCOC(=O)c1c(N)sc(C(=O)Nc2cccc(C(F)(F)F)c2)c1C,-2
C=CCNC(=O)C(=O)NCCN1CCOCC1,-22
C=CCN1C(=O)C(C)(C)N(C(C)=O)c2ccccc21,-10
COc1ccc(NC(=O)/C=C/c2ccccc2Cl)c([N+](=O)[O-])c1,16
CCOC(=O)C1=C(c2ccccc2)N=c2s/c(=C\c3cccnc3)c(=O)n2C1c1ccc(OC)c(OC)c1 (centres undefined),-13
O=C(/C=C/c1ccc(Cl)cc1)Nc1ccccc1C(F)(F)F,-15
CCCN1CCC(=NNC(=O)c2cccc3ccccc23)CC1,-44
Cc1ccc2nc(NC(=O)C3CC=CCC3C(=O)O)sc2c1 (centres undefined),1
COc1ccc(Cl)cc1C(=O)Nc1cccc(S(N)(=O)=O)c1,5
Cc1c(N(C(=O)c2ccccc2)C(=O)c2ccccc2)c(=O)n(-c2ccccc2)n1C,0
O=C1NC(=S)S/C1=C/c1ccc(-c2ccc(F)cc2)o1,-25
O=C(O)C(Cc1ccc(O)cc1)c1ccccc1 (centres undefined),-31
O=C(CCCOc1ccc(Cl)cc1Cl)Nc1ccc2c(c1)COC2=O,-37
Cc1ccc(OCCOc2cccc(/C=C3/SC(=S)N(C)C3=O)c2)cc1C,-33
CC1=CC(C)(C)N(C(=O)c2ccc([N+](=O)[O-])cc2)c2ccccc21,-8
Cc1ccc(S(=O)(=O)Nc2ccccc2Br)cc1[N+](=O)[O-],-3
CCCN1CCC(=NNC(=O)c2ccccc2O)CC1,-14
c1ccc2c(c1)nc(N1CCOCC1)c1ccccc12,-8

# The closing 7 entries of the section above come first, to join the parts:
SMILES,VHR inh color
O=C(O)C(Cc1ccc(O)cc1)c1ccccc1 (centres undefined),-31
O=C(CCCOc1ccc(Cl)cc1Cl)Nc1ccc2c(c1)COC2=O,-37
Cc1ccc(OCCOc2cccc(/C=C3/SC(=S)N(C)C3=O)c2)cc1C,-33
CC1=CC(C)(C)N(C(=O)c2ccc([N+](=O)[O-])cc2)c2ccccc21,-8
Cc1ccc(S(=O)(=O)Nc2ccccc2Br)cc1[N+](=O)[O-],-3
CCCN1CCC(=NNC(=O)c2ccccc2O)CC1,-14
c1ccc2c(c1)nc(N1CCOCC1)c1ccccc12,-8
N#Cc1ccc2c(c1)nc1c3cccc4cccc(c(=O)n21)c43,6
CCc1ccc(C2C(C(=O)OC)=CN(Cc3ccc(C)cc3)C=C2C(=O)OC)s1,-14
Cc1nnc(NC(=O)CSc2nnc3c4ccccc4n(C(C)C)c3n2)s1,-8
Cc1ccc2c(c1)C1C=CCC1C(c1ccccc1[N+](=O)[O-])N2 (centres undefined),10
CC(=O)c1cccc(NC(=O)Cn2cnc([N+](=O)[O-])n2)c1,3
O=C(N/N=C/c1ccc(O)cc1)c1cc(C2CC2)[nH]n1,4
Cc1ccc(C(=O)N2CCN(c3ccccc3)CC2)cc1C,14
CCOC(=O)CNC(c1ccccc1)c1cc(Br)ccc1N (centres undefined),-2
O=C(CCN1C(=O)c2ccccc2C1=O)Nc1cccc(Cl)c1,-12
CCOc1ccc(-n2c(-c3ccccc3)n[nH]c2=S)cc1,-20
O=C(/C=C/c1cccs1)Nc1ccc(N2CCOCC2)cc1,0
CCC(Sc1nnc2c3ccccc3n(C)c2n1)C(=O)Nc1ncccc1Cl (centres undefined),-10
CC(=O)C(/C=N/c1ncc(C(F)(F)F)cc1Cl)=C(\C)O,-1
O=C(N/N=C/c1c[nH]c2ccc(Br)cc12)c1ccccc1O,-12
Cc1cc(C)c(S(=O)(=O)Nc2cccc3ccc(C)nc23)c(C)c1,-38
COc1ccc(/C=C2\SC(=S)N(CCC(=O)OC3CCCCC3)C2=O)cc1,-7
COc1cccc(CN2CCN(C(=O)c3ccc(-c4ccccc4)cc3)CC2)c1OC,6
O=C(Nc1c(C(=O)NCc2ccco2)cnn1-c1ccccc1)c1cccc(F)c1,-9
O=C1/C(=C/C2CC=CCC2)SC(=S)N1C1CCS(=O)(=O)C1 (centres undefined),12
OCn1nc(-c2ccccc2Br)oc1=S,-18
O=C(COc1ccc(Cl)cc1)Nc1ccc(N2CCCCC2)c(Cl)c1,25
CC(C)CN1C(=O)c2ccc(C(=O)Nc3ccccc3C(=O)O)cc2C1=O,3
O=C(NCCO)C1COc2ccccc2O1 (centres undefined),4
C=CCN1C(=O)/C(=C\c2cn(Cc3ccc([N+](=O)[O-])cc3)c3ccccc23)C(=O)NC1=S,83*
CC(=O)n1cc(/C=C2\C(=O)NC(=S)N(c3cccc4ccccc34)C2=O)c2ccccc21,29
O=C(N/N=C/c1ccc2c(c1)OCO2)c1sc2cc(Cl)ccc2c1Cl,-13
COc1cc(/C=C2/SC(=S)N(CC(=O)O)C2=O)cc(Cl)c1O,18
O=C(COc1ccc2ccccc2c1)Nc1ccccc1C(=O)Nc1ccccc1,-15
O=C(CSc1nc(O)c(Cc2ccccc2)c(=O)n1-c1ccccc1)N1CCOCC1,6
O=C(COc1ccccc1)NCC(=O)N/N=C/c1cccs1,6
CCOC(=O)C1=C(C)N=c2s/c(=C\c3ccc([N+](=O)[O-])o3)c(=O)n2C1c1cccs1 (centres undefined),8
COc1ccc(S(=O)(=O)Nc2ncccc2O)cc1,1
C=CCN1C(=O)/C(=C\c2cc(Cl)c(OCc3ccccc3Cl)c(OC)c2)SC1=S,-22
CC(=O)Nc1ccc(C(=O)Nc2ccc(Br)cc2F)cc1,13
Cc1ccc(C)n1-c1ccc(Cl)c(C(=O)O)c1,-6
Cc1ccc(/C(N)=N/OC(=O)c2ccc(F)cc2)cc1,-12
Cc1ccc(NS(=O)(=O)c2ccc(F)cc2)nc1,-10
Cc1ccc(C(=O)N2C(C)CCCC2C)cc1[N+](=O)[O-] (centres undefined),-6
Cc1cccc(C)c1N(Cc1ccccc1)C(=O)c1c(F)cccc1F,3
O=C(COc1ccccc1)Nc1cc([N+](=O)[O-])ccc1Cl,-13

# Retrieved by structure from above, 2 records:
SMILES,VHR inh color
O=C(COc1ccc(Cl)cc1)Nc1ccc(N2CCCCC2)c(Cl)c1,25
C=CCN1C(=O)/C(=C\c2cn(Cc3ccc([N+](=O)[O-])cc3)c3ccccc23)C(=O)NC1=S,83*

# The listing picks up, repeating the two entries before the break.
SMILES,VHR inh color
Cc1cccc(C)c1N(Cc1ccccc1)C(=O)c1c(F)cccc1F,3
O=C(COc1ccccc1)Nc1cc([N+](=O)[O-])ccc1Cl,-13
O=C(Nc1ccccc1C(=O)O)c1cccs1,-11
CCN(CC)C(=O)COc1ccc2oc(C)c(C(=O)OC(C)C)c2c1,-21
CN(C)C=NC(=O)/C(C#N)=C1\CCc2ccccc2N1,1
CCOC(=O)N(CCCC(=O)OC)CP(=O)(OCC)OCC,8
O=C(Nc1ccccc1)c1ccc(Cl)c(S(=O)(=O)Nc2ccc(Br)cc2)c1,4
COc1ccc(/C=C/C(=O)c2ccc(F)cc2)cc1[N+](=O)[O-],3
COc1ccc(-c2cc(C(=O)N3CCC(Cc4ccccc4)CC3)c3ccccc3n2)c(OC)c1,12
COc1cccc(C(=O)Nc2sc3c(c2C(N)=O)CCC(C)C3)c1 (centres undefined),-3
CC(C)(C)NC(=O)CSc1ncccn1,-27
Cn1c(O)c(C=NC2CC(C)(C)NC(C)(C)C2)c(=O)n(C)c1=O,-25
CCN(CC)c1ccc(NC(=O)/C=C\c2ccccc2Cl)cc1,10
Cc1ccc(-n2nc3cc(C)c(NC(=O)c4cccc([N+](=O)[O-])c4)cc3n2)cc1,-11
CCOc1cc(C(=O)Nc2ncccn2)cc(OCC)c1OCC,-10
COC(=O)c1ccc(N2C(=O)C3C(C2=O)C2C=CC3C23CC3)cc1 (centres undefined),-8
Cc1c(NC(=O)CC2=CCCC2)c(=O)n(-c2ccccc2)n1C,-14
CCCCC(=O)Nc1ccccc1C(F)(F)F,15
Cc1ccc(S(=O)(=O)C(NC(=O)c2ccccc2)=C(Cl)Cl)cc1,-8
CC(C(=O)NCc1ccco1)N1C(=O)c2ccccc2C1=O (centres undefined),22
C=CCNc1nc(Nc2ccccc2)nc(Nc2ccccc2)n1,-13
CCc1cc(C)cc(OCCOc2ccccc2/C=N/n2cnnc2)c1,-5
CCOc1ccc(C(=O)Nc2ccc3nn(-c4ccc(OC)cc4)nc3c2)cc1Cl,-6
CC(C)(C)c1ccc2[nH]c3c(c2c1)CCCC3=O,-20
O=C1C(=Cc2ccc(Oc3ccc(C(F)(F)F)cc3[N+](=O)[O-])c(Cl)c2)C(=O)c2ccccc21,-16
COc1ccc(-c2cc(C(F)(F)F)n3nc(C(=O)NCCN4CCOCC4)c(Cl)c3n2)cc1,-28
Fc1ccccc1OCCOCCN1CCCCC1,-12
CCOC(=O)C1=C(C)N(C)C(=O)NC1c1cc2c(cc1[N+](=O)[O-])OCO2 (centres undefined),6
COc1ccc(-c2cc(=O)n3[nH]c(-c4ccc(C)cc4)c(C)c3n2)cc1,-30
C=CCN1C(=O)NC(=O)/C(=C/c2ccc(-c3ccc(C(=O)OCC)cc3)o2)C1=O,46
CN1CCN(NC(=O)c2ccc(Cl)cc2[N+](=O)[O-])CC1,-20
CCCOc1ccc(C(=O)NCCCCCC(=O)O)cc1,-15
COc1cc(CN2CCN(C3C4CC5CC(C4)CC3C5)CC2)cc(OC)c1OC (centres undefined),-13
COc1cccc(C(=O)N2N=C(c3ccc(F)cc3)CC2(O)C(F)(F)F)c1 (centres undefined),-14
O=C1NC(=O)C(C=Nc2ccc(OC(F)F)cc2)C(=O)N1,5

# Some values from the entries so far.
# CC(C)(C)c1ccc2[nH]c3c(c2c1)CCCC3=O @ VHR inh color: -20
# COc1cccc(C(=O)N2N=C(c3ccc(F)cc3)CC2(O)C(F)(F)F)c1 (centres undefined) @ VHR inh color: -14
# Fc1ccccc1OCCOCCN1CCCCC1 @ VHR inh color: -12

# This is a subset, so the mix of outcomes need not match the whole.
